# TbPYK inhibitor = blocks Trypanosoma brucei pyruvate kinase | Potency, µM (top dose mostly 76.8 µM), for the others: at the highest dose activity, negative = inhibition, most hits filed as inhibitors | hit rate 0.12% among 410,000 | TbPYK enzyme, Kinase-Glo Plus ATP luminescence, 45 min | Q57TT1; further: potency means the concentration at half of the fitted maximal effect; on the % scale 0 is the no-effect control and ±100 the full control effect; nearly all actives have a fitted effect of over 50% in size
#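 Screened from lowest to highest concentration, compounds were pinned into TbPYK/substrate mixtures, and ADP (130 uM final) was added. Plates sat at room temperature for 45 min prior to Kinase-Glo Plus detection by luminescence.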
# LmPK inh = inhibitors of Leishmania mexicana pyruvate kinase; Potency, µM (highest dose often 57.5 µM), for inactives: top-dose activity change, negative = inhibition, actives largely listed as inhibitors; Q27686; AID 1721; hit rate 0.37% among 290,000; purified LmPK, Kinase-Glo ATP luminescence, 1 h; further: potency means the concentration at half of the fitted maximal effect; on the % scale 0 is the no-effect control and ±100 the full control effect
# Target sequence (Q27686 whole entry, looked up): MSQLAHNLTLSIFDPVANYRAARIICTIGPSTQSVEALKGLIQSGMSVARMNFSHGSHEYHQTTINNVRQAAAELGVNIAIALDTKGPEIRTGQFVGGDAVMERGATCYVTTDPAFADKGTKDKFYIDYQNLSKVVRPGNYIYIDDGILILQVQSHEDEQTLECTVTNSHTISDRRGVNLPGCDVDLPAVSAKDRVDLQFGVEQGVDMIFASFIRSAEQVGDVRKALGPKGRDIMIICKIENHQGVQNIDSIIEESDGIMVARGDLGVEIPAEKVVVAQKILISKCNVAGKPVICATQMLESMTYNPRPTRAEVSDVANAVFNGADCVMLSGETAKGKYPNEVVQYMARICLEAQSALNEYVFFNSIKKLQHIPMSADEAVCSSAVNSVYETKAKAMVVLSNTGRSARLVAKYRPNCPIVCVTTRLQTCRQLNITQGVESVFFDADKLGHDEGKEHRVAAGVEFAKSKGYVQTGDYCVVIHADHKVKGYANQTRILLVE
#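 In 50 mM imidazole pH 7.2 with 7 mM MgCl2, LmPK (0.1 nM) turned over PEP (0.5 mM) and ADP (0.1 mM) for 1 h at room temperature. Luciferase read-out of ATP.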
# Cycloheximide cs = affects cycloheximide protein synthesis inhibition readout, counter-screen; cell reporter, cycloheximide protein synthesis inhibition counterscreen; max response, %; hit rate 12% among 300,000; in the data active means max response mostly above about 13%, no sharp cut-off; inactive means mostly below about 14%; further: read at 38.3 µM for the half of the compounds with a filed dose; 0% is about no effect
# Shiga inhibitor = blocks Shiga toxin action in Vero cells; Vero cells, Shiga toxin protein synthesis inhibition reporter; inhibition, % at 38.7 µM; hit rate 9.2% among 290,000; AID 2315; in the data active means inhibition mostly above about 28%, no sharp cut-off; inactive means mostly below about 43%; further: 0% is about no effect
# Pf growth 48h = inhibits P. falciparum growth in the first generation, 48 h. P. falciparum luciferase growth in erythrocytes, 48 h. hit rate 5.9% among 310,000. AID 504832. Potency, µM (top dose mostly 28.7 µM), for the others: top-dose activity change, negative = inhibition, actives largely listed as inhibitors; further: potency means the concentration at half of the fitted maximal effect; on the % scale 0 is the no-effect control and ±100 the full control effect
#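 Luciferase-expressing parasites in RBCs, 2% Hct / 0.1% parasitemia final; RPMI 1640 + 0.5% Albumax; 37 C, 5% CO2, one generation; luminescence read-out, lower signal = inhibition.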
# AmpC inh no detg = inhibitors of E. coli AmpC beta-lactamase without detergent. AmpC nitrocefin hydrolysis, absorbance 480 nm, 0.0001% Triton. hit rate 0.52% among 330,000. AID 485341. P00811. Potency, µM (titrated, usually from 57.1 µM), inactives show top-dose activity change, negative = inhibition, most hits filed as inhibitors;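 further: potency means the concentration at half of the fitted maximal effect; plate controls were no compound for no effect and no enzyme for full effect; nearly all actives have a fitted effect of over 20% in size; some results filed as inactive show a strong effect at the top dose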
# Target sequence (P00811 whole entry, looked up): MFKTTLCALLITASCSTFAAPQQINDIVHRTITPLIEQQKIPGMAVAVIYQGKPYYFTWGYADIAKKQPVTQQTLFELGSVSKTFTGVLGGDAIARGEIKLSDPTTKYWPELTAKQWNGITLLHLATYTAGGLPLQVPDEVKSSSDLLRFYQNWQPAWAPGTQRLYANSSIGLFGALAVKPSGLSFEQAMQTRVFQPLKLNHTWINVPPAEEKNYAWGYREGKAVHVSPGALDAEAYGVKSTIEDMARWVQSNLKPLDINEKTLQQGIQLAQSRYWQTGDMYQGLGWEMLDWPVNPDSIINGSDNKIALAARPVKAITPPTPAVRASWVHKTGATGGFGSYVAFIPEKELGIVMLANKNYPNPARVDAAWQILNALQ
#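 AmpC (5.3 nM in the dispensed reagent) in 20 mM phosphate pH 7.0 with 0.01% (detergent screen) or 0.0001% Triton X-100 was preincubated with compounds for 15 min at room temperature. Nitrocefin was then added from an 800 uM solution, and hydrolysis was followed at 480 nm.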
# Pf growth 96h = P. falciparum growth inhibition at 96 hours | Potency, µM (series often up to 28.7 µM), for the others: at the top dose activity change, negative = inhibition, most hits filed as inhibitors | P. falciparum luciferase reporter growth, 96 h | hit rate 6.9% among 320,000; further: potency means the concentration at half of the fitted maximal effect; on the % scale 0 is the no-effect control and ±100 the full control effect
#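 Luminescence readout: decreased luciferase signal marks inhibited growth of reporter-expressing P. falciparum in infected red cells (2% hematocrit, 0.05% parasitemia final), exposed to compound two generations (96 h, 37 C, 5% CO2).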
# An asterisk follows results filed as active; ? = inconclusive; . = not tested or not shown; & = joins results of further samples; [ ] = another dose, or the depositor's remark. Unless noted, the call rests on the fitted dose curve; in most records, active means well fitted curve in the direction sought with a large enough effect; inconclusive means small, poorly fitted or top-dose-only effect, or another doubt; inactive means no such curve, though single readings can be large; an effect the other way counts as inactive or inconclusive.
No.	structure	TbPYK inhibitor	LmPK inh	Cycloheximide cs	Shiga inhibitor	Pf growth 48h	AmpC inh no detg	Pf growth 96h
1	C/C(=N\NC(=O)c1c(Br)c(C)nn1C)c1ccc(NC(=O)c2ccoc2C)cc1	0.0%	-9.1%	43.6*	39.7*	17.2%	146.8%[activator]	-10.0%
2	CCOC(=O)Cc1c(C)nc2cc(-c3ccc(C(C)(C)C)cc3)[nH]n2c1=O	-2.9%	-3.4%	10.0	1.7	16.0%	-22.8%	.
3	Brc1ccc(OCCOCCN2CCOCC2)cc1	1.5%	-5.5%	-3.3	22.5	6.9%	-0.8%	?
4	CCCOc1ccc(C(=O)CCC(=O)Nc2ccc(N3CCN(C)CC3)cc2)cc1	-1.4%	.	.	.	?	144.5%[activator]	?
5	COCCN(CCOC)C(=O)C1CCCN(S(=O)(=O)c2ccc(NC(=O)OC)cc2)C1 (stereo not given)	-4.2%	7.2%	-2.7	18.7	-9.9%	21.8%	0.2%
6	N/C(=N\O)c1ccc(Oc2ccccc2Cl)c([N+](=O)[O-])c1	5.2%	-2.0%	10.8	-0.9	3.3%	-32.1%	28.6%
7	Nn1c(Cc2cccc3ccccc23)nnc1SCC(=O)NC1CCS(=O)(=O)C1 (stereo not given)	-3.6%	1.3%	-0.4	-11.7	9.7%	-7.8%	-6.4%
8	CCCn1c(O)c(N=NC(=O)CNC(=O)/C=C/c2ccc(OC)cc2)c2ccccc21	0.0%	7.9%	2.5	2.9	-16.1%	-29.8%	4.8%
9	CCn1c(SCc2ccc(OC)c(F)c2)nc2ccccc2c1=O	2.4%	5.4%	2.2	2.4	?	-10.6%	5.9%
10	COc1ccc(-c2onc(C)c2-c2cnn(-c3ccccc3)c2)c(O)c1	0.8%	2.2%	1.3	-2.7	11.7µM*	-13.8%	4.1%
11	Cc1cc(=O)oc2c(C)c(OCC(=O)NCc3ccccn3)ccc12	0.7%	-9.2%	9.8	13.8	17.1%	-2.9%	4.0%
12	NS(=O)(=O)c1ccc(NC(=O)c2ccccc2C(=O)N2CCCCC2)cc1	-7.0%	5.2%	-2.6	7.8	3.0%	-18.7%	?
13	CCCCCN(C(=O)COC(=O)CSc1ccc([N+](=O)[O-])cc1)c1c(N)n(CCCC)c(=O)[nH]c1=O	-5.2%	.	.	.	9.2%	-50.6%	2.6%
14	C=C(Cl)COc1ccc2c(CC)cc(=O)oc2c1	-2.4%	10.8%	1.2	-19.4	24.1%	-3.0%	.
15	O=C(Nc1ccc(N2C(=O)C3CCCCC3C2=O)cc1Cl)c1cccs1 (stereo not given)	-0.6%	6.3%	18.2*	31.0	13.2%	-28.3%	13.5%
16	CN1CCN(CC(O)COc2ccccc2)CC1 (stereo not given)	2.6%	-3.5%	-0.7	6.8	41.8%[activator]	-8.7%	?
17	Cn1cccc1Cc1nnc(SCC(=O)Nc2ccc3c(c2)OCO3)n1CCc1ccccc1	-4.0%	-1.3%	-2.7	-9.2	?	20.7%	?
18	O=C1OC(OC(=O)c2ccccc2Br)C(N2CCOCC2)=C1Cl (stereo not given)	5.6%	3.5%	-2.3	-9.7	28.7%	4.47µM*	-26.1%
19	CC(C)c1c(O)nc(SCCN(C)C)[nH]c1=O	2.6%	14.2%	-3.5	-9.5	.	-13.5%	-27.5%
20	O=C(CCCSc1nc2ccccc2[nH]1)NCc1ccc(Cl)cc1	-2.5%	-1.2%	-3.5	-5.2	?	-14.6%	11.7µM*
21	COc1ccc(CCNS(=O)(=O)c2cccc(S(=O)(=O)N3CCCC3)c2)cc1OC	-2.9%	-1.0%	-3.2	11.9	?	5.9%	?
22	COC(=O)c1cccc(NC(=O)CSc2ncn[nH]2)c1	1.2%	-9.5%	-1.8	-13.7	53.5%[activator]	-20.9%	0.4%
23	CCN(CC)/C(=N\S(=O)(=O)c1ccccc1C)c1ccccc1	-10.2%	-3.1%	-3.6	-12.2	41.0%[activator]	-1.3%	0.0%
24	CSc1nc2c(c(=O)[nH]c(=O)n2C)n1Cc1ccccc1Cl	-14.6%	1.1%	4.3	-8.5	-12.8%	-15.6%	5.22µM*
25	COC(=O)c1ccccc1NC(=O)Nc1cccs1	-12.3%	7.7%	-3.2	-2.6	0.0%	-25.5%	0.0%
26	Cc1ccc2[nH]c(=O)c(CN(Cc3ccccc3)Cc3nnnn3C3CCCC3)cc2c1	-2.8%	0.8%	40.1*	91.5*	?	15.7%	?
27	CC1CN(S(=O)(=O)c2cccc(C(=O)OCC(=O)c3cccs3)c2)CC(C)O1 (stereo not given)	-2.1%	7.3%	10.7	30.0	5.3%	-1.1%	.
28	CC(C)C(=O)NNC(=O)C1CC1(c1ccccc1)c1ccccc1 (stereo not given)	0.4%	-1.1%	-2.7	7.6	.	-3.6%	-20.9%
29	Cc1ccccc1C(=O)OCC(=O)N(C)c1ccccc1	-11.2%	-0.8%	24.4*	31.1	-1.8%	7.4%	41.8%[activator]
30	CCOc1ccccc1N(C)C(=O)CCS(=O)(=O)c1ccc2c(c1)NC(=O)CO2	-0.2%	6.0%	11.2	-13.6	-7.1%	-4.3%	0.3%
31	CCOc1cccc(C(=O)Nc2ccc(NC(=O)c3cc4ccccc4o3)c(OC)c2)c1	0.5%	-5.0%	-1.8	1.7	8.4%	-23.8%	50.0%[activator]
32	CCOc1ccc(N2CCn3c2nc2c3c(=O)n(CCc3ccccc3)c(=O)n2C)cc1	.	0.1%	-2.8	-18.3	8.7%	-53.7%	.
33	Cc1ccc(S(=O)(=O)N(C)C)cc1NC(=O)Nc1c(-c2ccccc2)noc1C	0.2%	3.8%	-2.7	2.7	-19.2%	-30.8%	-18.6%
34	CN1CCN(C(=O)/C(=C/c2ccc(N(C)C)cc2)NC(=O)c2ccccc2)CC1	-6.0%	-0.3%	-3.7	24.1	39.8%[activator]	-7.0%	-2.1%
35	O=C1/C(=C/c2ccc(Cl)cc2)NC(=S)N1Cc1cccnc1	-2.4%	9.0%	-1.1	11.6	8.0%	-17.1%	?
36	COc1ccc(CN2C(=O)c3cccnc3C2=O)cc1S(=O)(=O)N(C)Cc1ccco1	1.3%	6.7%	-2.7	10.1	48.4%[activator]	13.5%	-9.4%
37	CCn1c(SCc2cccc(C)c2)nnc1-c1ccc(C)cc1	-7.9%	3.3%	-7.8	-8.1	?	-4.2%	?
38	COC(=O)Nc1ccc(S(=O)(=O)N(CCO)CCO)cc1	3.4%	8.4%	-2.5	-5.4	.	-5.7%	-0.7%
39	CC(=O)c1ccc(Sc2nnc(C)s2)c([N+](=O)[O-])c1	-3.1%	1.8%	2.0	-4.2	-18.3%	36.2%	?
40	O=[N+]([O-])/C(C(Cl)=C(Cl)Cl)=C(/NC1CC1)Sc1ccccc1	-10.6%	-0.5%	7.0	2.4	-0.5%	-0.5%	?
41	COc1ccccc1NC(=O)C/C(N)=N/O	-2.6%	3.5%	2.6	-2.4	.	-2.7%	-6.8%
42	COC(=O)c1cccc(NCN2C(=O)c3ccccc3C2=O)c1	5.7%	0.3%	-3.2	-2.6	29.9%	-13.9%	51.4%[activator]
43	CCCCOc1ccc(-c2cc(C(F)(F)F)c(C#N)c(SCC(=O)O)n2)cc1	6.0%	0.8%	4.7	-12.4	2.8%	-27.3%	32.5%[activator]
44	O=C(Nc1ccccc1F)C1CCCN(S(=O)(=O)c2ccc(-n3cnnn3)cc2)C1 (stereo not given)	-13.3%	-3.6%	5.9	1.7	-15.7%	-2.2%	88.6%[activator]
45	COC(=O)c1ccccc1NC(=O)Nc1nnc(N2CCC(C)CC2)s1	-4.7%&2.1%	9.7%	-1.8	-13.6	.	-24.0%	24.5%
46	O=C(Nc1nc(-c2ccccc2)cs1)C1c2ccccc2Oc2ccccc21	-4.3%	-0.7%	6.8	12.8	11.7µM*	0.178µM*	10.4µM*
47	O=C(/C=C/c1ccc(S(=O)(=O)N2CCOCC2)cc1)NCc1ccc(Cl)cc1	-2.4%	0.6%	0.9	-2.3	?	-5.9%	?
48	CCCCCCCCCCCCCCCCCCCCCCO	-2.3%	.	-3.1&7.6	-10.5&-2.9	3.7%	.	-10.0%
49	Cc1ccc(C(=O)Nc2nnc(-c3ccco3)o2)cc1	-8.5%	?	43.8*	18.1	88.8%[activator]	0.1%	?
50	O=C(CCCC(=O)N(CC(=O)NC1CCCCC1)Cc1ccccc1)Nc1ccccn1	0.8%	-1.1%	-1.0	-2.4	-10.4%	8.4%	.
51	CC(=O)Nc1ccc(/C(C)=N/Nc2nc(Nc3cccc4ccccc34)nc(N3CCOCC3)n2)cc1	-3.9%	0.4%	9.3	5.2	13.1µM*	96.2%[activator]	?
52	CCOc1ccc(C(CC(=O)O)NC(=O)C(c2ccccc2)c2ccccc2)cc1OC (stereo not given)	-7.0%	.	.	.	?	-10.9%	-21.1%
53	Oc1ccc(-c2nc3ccc4ccccc4c3c3c2CCC3)cc1O	-22.8%	4.4%	23.2	13.4	14.7µM*	-48.9%	6.3%
54	CC1(NC(=O)CN2CCN(c3cnn(-c4ccccc4)c(=O)c3Cl)CC2)CCS(=O)(=O)C1 (stereo not given)	2.0%	.	.	.	?	-14.5%	?
55	O=C(O)Cn1cnc2c(oc3ccccc32)c1=O	2.1%	0.3%	3.9	-4.8	24.1%	-0.7%	-1.3%
56	CC(C)(C)OC(=O)N1Cc2cc3ccccc3nc2C1CO (stereo not given)	-11.8%	-0.4%	5.7	24.4	3.6%	-5.6%	13.9%
57	Cc1ccc(O)c(C=Nc2cc(C)ccc2O)c1	1.8%	-1.6%	14.9*	67.2	?	-34.3%	?
58	CCCCSc1nnc(-c2ccc(C)cc2)n1C	4.7%	-2.9%	40.0*	103.5*	59.9%[activator]	-1.9%	29.7%
59	CCOC(=O)CC1CCCCN1Cc1nc(-c2ccc(F)c(OC)c2)oc1C (stereo not given)	-8.1%	7.7%	-0.3	24.3	?	112.1%[activator]	19.6%
60	COc1cccc(C(=O)NC(C)C(c2cccs2)N2CCN(C)CC2)c1 (stereo not given)	-1.9%	3.0%	2.6	-8.0	-13.4%	-8.0%	7.6%
61	CCN1CCN(C2=C(NS(=O)(=O)c3ccccc3)C(=O)c3ccccc3C2=O)CC1	-8.1%	0.3%	11.9*	14.7	5.86µM*	-16.3%	2.94µM*
62	COC(=O)c1cc(C(=O)OCC(=O)N(C)c2ccccc2)cc([N+](=O)[O-])c1	-10.2%	1.7%	-1.9	1.6	14.7%	22.4%	24.9%

# Part of the list above with just Pf growth 48h and Cycloheximide cs:
item | compound | Pf growth 48h | Cycloheximide cs
56 | CC(C)(C)OC(=O)N1Cc2cc3ccccc3nc2C1CO (stereo not given) | 3.6% | 5.7
40 | O=[N+]([O-])/C(C(Cl)=C(Cl)Cl)=C(/NC1CC1)Sc1ccccc1 | -0.5% | 7.0
